Screening results as filed in PubChem.
TcdB inh – TcdB glycohydrolase inhibitors, primary screen, biochemical, single point, plate reader | 0.24% of 350,000 active | AID 652162, 2013 | Toxin B (Clostridioides difficile), P18177 | TcdB glycohydrolase enzymatic assay | inhibition, % at 9.99 µM; in the data active = inhibition above about 10%
Y pestis TopoI – Yersinia pestis topoisomerase I inhibitors, primary screen, biochemical, cleavage product accumulation, plate reader, single point | DNA topoisomerase I (Yersinia pestis CO92) | Y. pestis Topo-I cleavage product accumulation | activity, % at 10 µM | 0.064% of 360,000 active | AID 504884, 2011; in the data active = activity above about 50%, passing the limit was not always enough; inconclusive = no clear call, values can overlap the other calls; note: inactives centre near 2
PfHsp40 yeast – rescue of yeast from PfHsp40 toxicity, primary screen, S. cerevisiae, ATP luminescence. S. cerevisiae expressing PfHsp40, growth rescue. growth rescue, % at 12.5 µM. 0.68% of 340,000 active. AID 504582, 2011; in the data active = growth rescue above about 28%, passing the limit was not always enough; inconclusive = no clear call, values can overlap the other calls;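 note: yeast W303a lacking pdr1 and pdr3 grown in galactose medium; growth measured after three days at 30 °C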
CCHFV vOTU inh – CCHFV vOTU protease inhibitors, primary screen, biochemical, Pep-AMC substrate, fluorescence. Crimean-Congo hemorrhagic fever virus L polyprotein viral ovarian tumor (vOTU) protease …. inhibition, % at 11.5 µM. 0.55% of 370,000 active. AID 651958, 2012; in the data active = inhibition above about 30%; note: 0% = vehicle wells with enzyme and 100% = no enzyme wells
BoNT-A LC inh2 – BoNT/A light chain protease inhibitors, primary screen, biochemical, flow cytometry, MLPCN library; multiplex microsphere protease substrate cleavage; inhibition, % at 10 µM; 0.17% of 360,000 active; note: plate controls were buffer without enzyme for full effect and enzyme alone for no effect
BoNT-F LC inh – BoNT/F light chain protease inhibitors, primary screen, biochemical, flow cytometry, MLPCN library | Botulinum neurotoxin type F light chain protease (Clostridium botulinum) | Multiplex microsphere protease cleavage assay | inhibition, % at 10 µM | 0.22% of 360,000 active | AID 588497, 2011; in the data active = inhibition above about 35%, passing the limit was not always enough; inconclusive = no clear call, values can overlap the other calls; note: plate controls were buffer without enzyme for full effect and enzyme alone for no effect
PrPC surface inh – inhibitors of human cell surface prion protein PrPC, primary screen, cell-based, TR-FRET. TR-FRET read-out. inhibition, % at 13.8 µM. Major prion protein (Homo sapiens), P04156. 0.43% of 370,000 active. AID 720596, 2013; in the data active = inhibition above about 24%; note: 0% = median of the test wells and 100% = reference compound wells
FadD28 FP inh – inhibitors of FadD28 bisubstrate probe binding, primary screen, biochemical, fluorescence polarization, single point; Mycobacterium tuberculosis FadD28 fatty-acid-AMP ligase; inhibition, % at 12.5 µM; 0.22% of 360,000 active; in the data active = inhibition above about 8.5%, passing the limit was not always enough; inconclusive = no clear call, values can overlap the other calls
Anthrax LF inh2 – Bacillus anthracis LF protease inhibitors, primary screen, biochemical, multiplex microsphere, MLPCN library; 0.12% of 360,000 active; Lethal factor (Bacillus anthracis), P15917; inhibition, % at 10 µM; multiplex microsphere protease cleavage assay; note: plate controls were buffer without enzyme for full effect and enzyme alone for no effect
Target sequence (P15917 whole entry, looked up): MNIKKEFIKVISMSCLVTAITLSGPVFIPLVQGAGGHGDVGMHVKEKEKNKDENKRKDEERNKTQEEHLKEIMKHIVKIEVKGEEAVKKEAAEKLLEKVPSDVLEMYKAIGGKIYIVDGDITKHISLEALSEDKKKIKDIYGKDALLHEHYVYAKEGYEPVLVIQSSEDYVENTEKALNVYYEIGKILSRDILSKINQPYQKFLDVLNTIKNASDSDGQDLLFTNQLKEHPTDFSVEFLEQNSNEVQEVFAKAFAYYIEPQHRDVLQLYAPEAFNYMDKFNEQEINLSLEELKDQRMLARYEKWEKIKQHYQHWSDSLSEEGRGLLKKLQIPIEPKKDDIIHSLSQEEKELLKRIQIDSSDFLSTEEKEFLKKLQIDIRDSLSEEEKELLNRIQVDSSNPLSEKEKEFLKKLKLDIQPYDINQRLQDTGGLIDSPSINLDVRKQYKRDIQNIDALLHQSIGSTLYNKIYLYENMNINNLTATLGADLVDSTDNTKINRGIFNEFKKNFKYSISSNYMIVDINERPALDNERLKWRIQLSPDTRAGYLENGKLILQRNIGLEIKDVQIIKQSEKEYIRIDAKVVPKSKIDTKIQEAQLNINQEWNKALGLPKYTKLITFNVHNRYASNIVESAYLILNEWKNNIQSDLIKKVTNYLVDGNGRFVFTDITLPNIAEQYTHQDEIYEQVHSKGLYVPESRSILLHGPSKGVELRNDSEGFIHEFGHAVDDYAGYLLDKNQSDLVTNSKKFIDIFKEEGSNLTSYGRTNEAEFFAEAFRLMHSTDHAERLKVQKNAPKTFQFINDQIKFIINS
* marks the source's active call; other numbers are inactive results; ? = inconclusive; nt = not tested or not shown. Cut-off read from the data, not from the text of the source, unless noted: active = inhibition above about 30%; inconclusive = no clear call, values can overlap the other calls; inactive = below that. Compounds as they come; any-hit rate near 2.3%.

SMILES	TcdB inh	Y pestis TopoI	PfHsp40 yeast	CCHFV vOTU inh	BoNT-A LC inh2	BoNT-F LC inh	PrPC surface inh	FadD28 FP inh	Anthrax LF inh2
COc1ccc(OC(C)=O)c(C2c3cc(OC)c(OC)cc3CCN2C(C)=O)c1 (stereo not given)	nt	-4	0.2	-5	0.7	-3	12	-0.3	-1
Cc1ccc(C)c(NC(=S)NC(C)C(c2cccs2)N2CCOCC2)c1 (stereo not given)	2.0	20	0.3	-3	-0.1	-4	9	-3.9	2
CSc1ccccc1NC(=O)CN(C)CC(=O)NCC(=O)Nc1ccc(F)cc1	1.2	6	0.5	-2	3.9	3	-1	0.1	-2
CCC(=O)c1ccc(OCC(=O)NCC2COc3ccccc3O2)cc1 (stereo not given)	0.1	12	1.6	6	-2.3	-2	5	nt	-9
NC(=O)CN1C(=O)C(=O)N(Cc2ccc(Cl)cc2)C1=O	-14	-4	-0.4	3	0.5	-5	6	1.0	-6
CCOC(=O)C1CCN(C(=O)CCc2c(C)nc3cc(-c4ccc(OC)cc4OC)nn3c2C)CC1	-2.8	15	-0.2	7	-1.2	-2	9	-3.6	-2
COC(=O)c1ccccc1NC(=O)c1c(Br)cnn1C	nt	-1	-1.0	-17	0.4	-2	0	-3.5	-2
COC(=O)c1ccccc1NC(=S)N1CCN(c2ccc(OC)cc2)CC1	0.6	24	-1.9	4	-0.2	-4	7	-0.4	5
CCSc1nsc(SCC)c1C(N)=O	nt	0	-0.3	-8	-0.3	-11	-6	-3.2	-3
COc1ccc(/C=C2\C(=O)OCc3cc(OC)c(OC)cc32)cc1OC	nt	-3	1.9	-1	-0.1	2	-6	-3.0	-2
Cc1cc(/C=C(\C#N)C(=O)OCC(=O)NC(=O)NC(C)(C)C)c(C)n1CCC(C)C	nt	37	0.2	2	-0.6	-1	-3	-1.3	-5
Cc1nnc(NC(=O)c2cc3ccccc3o2)s1	1.1	2	0.4	8	1.1	0	5	0.8	0
Cc1sc2nc(COC(=O)c3cccc(S(=O)(=O)N(C)c4ccccc4)c3)[nH]c(=O)c2c1C	1.1	-6	-0.7	6	8.6	-6	-4	-1.9	4
O=C(CNS(=O)(=O)c1ccc(Br)s1)N1CCN(c2ncccn2)CC1	nt	11	-2.0	1	0.3	14	-1	-4.2	0
CN(CC(=O)Nc1ccc(Cl)c(C(F)(F)F)c1)C(=O)c1cccc(N2C(=O)CCC2=O)c1	0.9	5	-0.1	17	-0.6	0	7	-2.1	-2
O=C(Cn1nnc(-c2ccc(Cl)cc2)n1)NC(=O)NC1CCCC1	0.1	1	nt	-8	-0.5	-7	1	-1.1	-3
COC(=O)COc1cccc2c(=O)n(CC(=O)N3CCCc4ccccc43)ccc12	1.1	11	3.2	13	-0.2	-2	-5	0.4	-2
COc1ccc(CN2CCN(Cc3ccco3)CC2)c(OC)c1	0.5	-4	-1.0	-10	0.2	-6	-2	1.0	7
CC1([N+](=O)[O-])COP(=O)(Nc2cccc(Cl)c2)OC1 (stereo not given)	0.4	-6	-0.9	38*	0.1	1	-4	-15	-8
CCCCCCCCOC1OC(CO)C(O)C(O)C1NC(C)=O (stereo not given)	nt	-1	0.1	10	0.2	-4	0	-2.0	-1
O=C(CCCc1nc(-c2ccccc2)no1)N1CCOCC1	nt	6	1.5	-16	-0.5	-2	1	-0.3	-4
Fc1ccc(-c2nc3n(n2)Cc2ccccc2-3)cc1	nt	-3	0.6	6	0.1	-4	2	-1.5	0
COc1ccc(OCCCC(=O)NNC(=O)c2ccncc2)cc1	2.0	9	-0.1	4	-0.2	-6	0	-3.4	-4
COc1cc(OC)cc(C(=O)NNC(=S)Nc2ccc(S(N)(=O)=O)cc2)c1	-0.7	4	1.5	12	0.2	0	5	0.1	1
CC(=O)Nc1sc(N/N=C/c2ccc(C)cc2)nc1-c1ccc(C)cc1	-0.4	-23	-1.2	-19	-7.9	?	5	-1.5	6
Remaining list, next part:
SMILES	TcdB inh	Y pestis TopoI	PfHsp40 yeast	CCHFV vOTU inh	BoNT-A LC inh2	BoNT-F LC inh	PrPC surface inh	FadD28 FP inh	Anthrax LF inh2
CCCN1CCCC(C(=O)c2cc(C)c(OC)c(C)c2)C1 (stereo not given)	-0.8	5	-0.4	12	nt	nt	-8	-1.9	nt
O=C(N/N=C/c1ccoc1)c1cc(Br)ccc1O	1.4	0	13	13	2.6	10	1	2.6	4
Cc1cccc(NC(=O)c2cc(=O)[nH]c3ccccc23)c1	1.2	1	-0.3	-9	-0.6	-3	-6	-4.8	1
CC(=O)C(/C=N/c1cc(-c2ccc(C)cc2)nn1-c1ccccc1)=C(\C)O	-3.0	23	0.1	8	-0.1	-7	9	-3.7	1
COc1ccc(Cl)cc1C(=O)Nc1ccccc1N1CCN(C)CC1	nt	-1	0.1	-10	0.0	-8	-19	0.0	-3
CC(CC(=O)O)CC(=O)Nc1cc(C(F)(F)F)cc(C(F)(F)F)c1 (stereo not given)	4.5	1	2.3	-2	2.0	?	5	-1.5	22
COc1ccc2oc(C(=O)OC(C)C(=O)NCc3ccccc3)c(C)c2c1 (stereo not given)	0.1	2	-0.4	-8	4.7	4	1	-0.5	-3
Cc1cccc(C(=O)OCC(=O)N(C)C(c2ccccc2)c2ccccc2)c1[N+](=O)[O-]	-0.9	19	0.4	-3	-1.9	0	4	-3.2	-7
CC(=O)c1cccc(N=Nc2c(C)[nH]c3ccccc23)c1	nt	3	-0.1	10	2.1	0	-10	1.5	-2
O=C(Nc1ccc(S(=O)(=O)Nc2ncccn2)cc1)C1=NN(c2ccccc2)C(=O)CC1	0.6	1	0.4	13	-0.2	3	-7	0.0	-2
O=C(Nc1cccc(Cl)c1)ON=C1c2ccccc2-c2ccccc21	2.2	-3	37*	-11	0.3	5	-1	-3.9	-4
CC(NC(=O)NC1CCCCC1)C(c1cccs1)N1CCN(C)CC1 (stereo not given)	0.9	6	-2.3	-2	-0.9	-19	-9	-0.5	-2
Brc1cccc(-c2nc3ccc(Br)cn3c2Cc2ccsc2)c1	1.6	nt	nt	8	5.2	-17	-2	-3.7	9
CC1=C(c2ccccc2)C(=S)NC(C)(C)C1	-0.4	-1	1.0	-20	?	?	10	0.7	16
O=C(CCN1C(=O)C2CC=CCC2C1=O)N1CCN(c2ccccn2)CC1 (stereo not given)	nt	-2	0.2	7	-0.4	0	-6	-0.8	-4
COC(=O)C1=C(C)N(CCc2ccccc2)C(=O)C1	nt	1	-0.2	6	1.1	?	0	-1.3	4
COc1ccc(OC)c(NC(=O)N[C@@H](Cc2ccccc2)C(=O)O)c1	nt	-5	-0.5	-7	-1.4	-6	-4	-2.2	-5
CCOC(=O)C1=CCN(S(=O)(=O)c2ccccc2F)C1c1cccc(C)c1 (stereo not given)	0.8	nt	nt	10	0.2	4	4	-1.0	2
COc1ccc(OC)c(NC(=O)CN2CCN(C(=O)c3ccco3)CC2)c1	nt	-1	-0.6	11	-0.2	-16	-4	-0.4	-2
COc1ccc(CN2CCSc3sccc3C2=O)cc1	-0.1	1	0.3	0	-1.1	-11	3	-0.5	-4
COc1cccc(C2C(C#N)=C(N)OC3=C2C(=O)CC(c2ccco2)C3)c1OCc1ccc(F)cc1 (stereo not given)	nt	14	0.4	19	0.4	10	-9	-2.3	2
CC1=C(C(=O)N2CCCCCC2)CC(CC(=O)NCCCN(C)C)C(=O)N1Cc1ccccc1 (stereo not given)	1.7	nt	nt	-1	0.2	-2	-5	-0.2	-2
C/C(=N/NC(=O)CN1CCN(Cc2ccccc2)CC1)c1ccc([N+](=O)[O-])cc1	-0.3	0	-1.6	-4	nt	nt	-34	-0.8	nt
CCc1cccc(NC(=O)CCNS(=O)(=O)c2ccc3[nH]c(=O)oc3c2)c1	-3.3	-3	-0.7	15	-1.3	-7	6	-4.3	0
CCCCn1c(N)c(N(CC)C(=O)c2ccc(Cl)c(Cl)c2)c(=O)[nH]c1=O	0.4	-3	-0.7	3	-1.9	-6	3	-2.6	-8
(further entries)
SMILES	TcdB inh	Y pestis TopoI	PfHsp40 yeast	CCHFV vOTU inh	BoNT-A LC inh2	BoNT-F LC inh	PrPC surface inh	FadD28 FP inh	Anthrax LF inh2
Cc1nnc(SCc2cc(=O)[nH]c(N3CCN(Cc4ccccc4)CC3)n2)s1	nt	-2	0.6	3	-0.3	3	-3	-0.2	-1
Cc1cc(C)nc(SCC(=O)c2ccc(F)cc2F)n1	0.6	5	-1.5	-6	-1.1	18	-5	-26	16
COC(=O)c1cc(=O)n(-c2c(Cl)cc(C(F)(F)F)cc2Cl)[nH]1	0.9	-6	0.0	-6	nt	nt	-4	0.4	nt
Cc1ccc(OCCCCNC(C)c2ccccc2)c(C)c1 (stereo not given)	0.2	9	0.2	4	0.4	?	13	-0.8	-9
O=C(COc1cc2oc(=O)c3c(c2cc1Cl)CCC3)N1C[C@H]2C[C@@H](C1)c1cccc(=O)n1C2	1.4	6	1.1	4	-1.2	-4	-4	-0.4	-3
O=C(Cc1csc(-c2ccccc2)n1)NCc1cccs1	1.1	13	13	-11	2.1	1	-6	-4.9	1
CC(c1ccccc1)n1c(-c2ccc(Cl)cc2)n[nH]c1=S (stereo not given)	1.2	16	1.6	9	0.8	6	-3	1.4	2
COc1cccc(C(=O)NCc2nnc(SCC(=O)Nc3nccs3)n2-c2ccccc2)c1	0.2	19	-0.3	16	-0.2	-2	-1	-5.3	-6
CC(C)(C)c1ccc(S(=O)(=O)N2CCC(NC(=O)c3ccco3)CC2)cc1	-2.5	-4	0.1	-12	0.2	2	0	0.3	-5
COc1cccc(NC(=O)Nc2ccc(C)c(Cl)c2)c1	1.6	-4	1.5	21	-0.2	3	15	-4.4	-2
COc1cccc(C(=O)C2CCCN(Cc3c(C)n(C)n(-c4ccccc4)c3=O)C2)c1 (stereo not given)	1.2	2	0.5	7	0.4	-2	-14	-4.8	2
COc1ccc(C(=O)CNc2ccccc2C#N)cc1	1.3	-3	-0.3	3	1.4	-3	5	0.8	-4
Clc1cccc(-c2ccnc3nc(-n4cccc4)nn23)c1	nt	11	1.1	-5	-0.7	-7	-6	-3.2	-3
Cc1ccc(Sc2sc(=O)n(C)c2S(=O)(=O)c2ccc(C)cc2)cc1	8.1	-3	0.1	3	1.3	7	0	-0.1	-2
Cc1cc(N2CC(C(=O)Nc3nccs3)CC2=O)ccc1C(C)C (stereo not given)	2.9	5	-0.8	-3	3.7	8	6	-1.1	0
COc1ccc(NC(=O)c2ccccc2-c2ccccc2)c(C)c1	1.8	-6	-1.5	8	-0.4	-3	8	-3.8	-11
O=C1NC[C@H](Cc2ccc(O)cc2)N(C[C@@H]2CCCN2C[C@H](Cc2ccc(O)cc2)N2C[C@H](Cc3ccccc3)N(CCc3ccccc3)C(=O)C2=O)C1=O	-6.8	nt	nt	34*	0.6	0	16	nt	-3
CSCC[C@H](NC(=O)[C@@H]1Cc2ccccc2CN1)C(=O)NC1CCCCC1	5.0	-12	1.0	9	-0.9	-1	-8	1.6	-2
O=C(NCCN1CCNCC1)c1ccccc1O	-3.0	8	nt	-6	-1.2	?	11	-2.3	5

Entries shown so far that have a cyano group:
SMILES	TcdB inh	Y pestis TopoI	PfHsp40 yeast	CCHFV vOTU inh	BoNT-A LC inh2	BoNT-F LC inh	PrPC surface inh	FadD28 FP inh	Anthrax LF inh2
Cc1cc(/C=C(\C#N)C(=O)OCC(=O)NC(=O)NC(C)(C)C)c(C)n1CCC(C)C	nt	37	0.2	2	-0.6	-1	-3	-1.3	-5
COc1cccc(C2C(C#N)=C(N)OC3=C2C(=O)CC(c2ccco2)C3)c1OCc1ccc(F)cc1 (stereo not given)	nt	14	0.4	19	0.4	10	-9	-2.3	2
COc1ccc(C(=O)CNc2ccccc2C#N)cc1	1.3	-3	-0.3	3	1.4	-3	5	0.8	-4
